Assay outcomes deposited in PubChem by several laboratories.
m5-HT2A agonist: mouse HTR2A agonism via beta-arrestin recruitment; activation, % at 7.6 µM; 0.66% of 360,000 active; CHO-K1 mHTR2A beta-arrestin complementation, luminescence; percent of 30 µM serotonin response;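 active = activation above a run cutoff, the mean activation of all tested compounds plus 3 SD, cut at about 14% in these data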;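 note: 0% = plate median of compound wells and 100% = 30 µM serotonin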
MC4R antag cAMP: human MC4R antagonism in cAMP assay; P32245; MC4R-expressing cells, MTII-stimulated cAMP, LANCE TR-FRET; inhibition, % at 6.5 µM; 0.48% of 360,000 active;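 active = inhibition above its plate's cutoff, the mean of tested wells on that plate plus 3 SD, cut at about 29% in these data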;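 note: 0% = Melanotan II alone and 100% = Melanotan II plus saturating MCL0020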
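Material: human MC4R-expressing U2OS cells. Probe or stimulus: Melanotan II challenge. Dosing: 6.5 µM single dose. Times: 30-min compound, 1-h challenge, 1-h detection, room temperature. Technique: TR-FRET with Eu-cAMP and labeled anti-cAMP, 671 nm. Replication: singlicate.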
Exocytosis inh: blocks lytic granule exocytosis; TALL-104 LAMP-1 surface exposure, flow cytometry; cells stimulated with thapsigargin and PMA; inhibition, % at 10 µM; 0.66% of 360,000 active;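 active = inhibition above about 55%, limit read from the data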
H9c2 protect: modulators protecting cardiomyocytes from myocardial damage. H9c2 cardiomyocytes, H2O2 injury protection, ATPLite, 2 h. protection from H2O2 cell death, % at 20 µM. 0.63% of 360,000 active. AID 588492;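 active = compounds giving at least 50% protection of heart cells from peroxide-induced death in the single-dose screen, raw or plate-pattern-corrected value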;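 note: 0% = DMSO wells with peroxide and 100% = DMSO wells without peroxide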
MC4R ag barr: agonists of human melanocortin 4 receptor (MC4R) beta-arrestin; AID 540308; P32245; activation, % at 8.9 µM; 0.98% of 360,000 active; U2OS MC4R beta-arrestin complementation, luminescence; percent of melanotan II response, DMSO zero;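 active = activation above a per-plate cutoff, the mean activation of sample wells on that plate plus 3 SD, cut at about 8% in these data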
iPSC survival up: hiPSC single-cell survival enhancement; ATPlite luminescence; 100% = ROCK inhibitor wells, 0% = DMSO; survival enhancement, % at 20 µM; 0.044% of 360,000 active; AID 602274; in the data active = survival enhancement above about 18%;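 note: cells exposed to compounds for 16 hours before the ATP read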
ABCB6 inh MLPCN: inhibitors of human ABC transporter ABCB6; Q9NP58; K562-ABCB6 porphyrin accumulation, flow cytometry, 1 h; active compounds read low; fluorescence ratio to DMSO, % at 10 µM; 0.19% of 360,000 active; AID 602162;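 active = fluorescence ratio to DMSO below 75%, the collection mean minus 3 SD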;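 note: signal is porphyrin accumulated inside mitochondria; 100% equals median channel fluorescence of DMSO control wells; lower ratio means ABCB6 inhibition with less porphyrin fluorescence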
ABHD5 PLIN5 PPI: inhibitors of human ABHD5-perilipin-5 interaction; Q00G26+Q8WTS1; Split G. princeps luciferase complementation, luminescence, 4 h; inhibition, % at 4 µM; 0.78% of 360,000 active;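 active = inhibition above the mean inhibition across every tested compound plus 3 SD, cut at about 22% in these data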;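 note: 0% = DMSO only wells and the 100% control is not disclosed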
Target sequence (Q00G26 whole entry, looked up): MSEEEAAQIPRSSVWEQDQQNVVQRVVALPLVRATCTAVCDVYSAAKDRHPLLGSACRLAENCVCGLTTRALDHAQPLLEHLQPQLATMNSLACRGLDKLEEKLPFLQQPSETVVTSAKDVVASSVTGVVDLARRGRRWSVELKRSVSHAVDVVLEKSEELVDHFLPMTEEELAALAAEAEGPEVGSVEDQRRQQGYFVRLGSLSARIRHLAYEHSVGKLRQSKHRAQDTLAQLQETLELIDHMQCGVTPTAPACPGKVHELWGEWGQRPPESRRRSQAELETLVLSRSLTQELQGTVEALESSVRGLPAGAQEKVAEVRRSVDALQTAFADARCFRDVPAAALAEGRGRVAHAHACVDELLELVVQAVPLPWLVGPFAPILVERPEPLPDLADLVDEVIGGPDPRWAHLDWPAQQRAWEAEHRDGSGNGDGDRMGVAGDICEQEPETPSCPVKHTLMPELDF
Target sequence (Q8WTS1 whole entry, looked up): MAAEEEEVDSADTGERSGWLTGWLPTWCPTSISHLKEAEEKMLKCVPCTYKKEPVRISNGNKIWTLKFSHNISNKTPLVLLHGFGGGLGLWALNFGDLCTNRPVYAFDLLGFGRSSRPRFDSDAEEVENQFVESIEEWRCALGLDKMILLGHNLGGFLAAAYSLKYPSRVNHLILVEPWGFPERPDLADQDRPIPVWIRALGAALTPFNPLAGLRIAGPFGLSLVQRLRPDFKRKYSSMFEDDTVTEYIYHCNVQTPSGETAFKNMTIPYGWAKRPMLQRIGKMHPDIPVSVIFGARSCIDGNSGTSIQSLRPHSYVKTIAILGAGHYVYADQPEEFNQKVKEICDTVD
N-glyco inh: blocks N-linked glycosylation in D54 reporter cells | D54 ERlucT glycosylation luciferase reporter, 24 h; percent of 100 nM tunicamycin response | reporter increase, % at 12.5 µM | 0.23% of 360,000 active | AID 588692;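 active = mean luciferase reporter signal, scaled so untreated is 0 and the glycosylation-blocking control 100, at or above a set limit in every replicate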;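 note: luciferase carries N-glycosylation sites so blocking glycosylation raises the light; 0% = median of neutral control wells and 100% = median of 100 nM tunicamycin wells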
aDG glyco up: alpha-DG glycosylation activation | Pro5-aDG cells, alpha-DG glycosylation AlphaScreen (IIH6); 0% Pro5, 100% B10-LARGE cell signal | 0.22% of 360,000 active | activation, % at 10 µM;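 active = activation of at least 8% versus controls, or a plate z-score of at least 8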;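 note: Pro5 are CHO cells carrying HIG-tagged alpha-DG that lacks glycosylation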
An asterisk follows results filed as active; · = no result given. Not a hit list (roughly 4.5% active in at least one column).

mol	m5-HT2A agonist	MC4R antag cAMP	Exocytosis inh	H9c2 protect	MC4R ag barr	iPSC survival up	ABCB6 inh MLPCN	ABHD5 PLIN5 PPI	N-glyco inh	aDG glyco up
O=CN1CCN(S(=O)(=O)c2ccc(S(=O)(=O)NC3CCCCC3)cc2)CC1	-1	0	-4	0	1.7	0.2	97	17	0	-0.1
Cc1cscc(C)c1=S	5	9	1	5	0.0	-0.1	96	-9	0	-0.2
Cc1cc(NC(=O)c2ccc(F)c(S(=O)(=O)N3CCCCC3)c2)no1	-2	5	45	8	-1.8	-0.3	99	4	-1	-0.1
CC(C)CCOc1ccc(C2(C)NC(=O)N(CN3CCOCC3)C2=O)cc1 (stereo not drawn)	7	-5	4	-14	-0.8	0.9	98	5	-2	-0.3
O=S1(=O)CC(N2CCN(Cc3ccccc3F)CC2)CN1Cc1cn(Cc2ccc(C(F)(F)F)cc2)nn1 (stereo not drawn)	3	·	-7	·	·	1.2	95	-8	·	0.2
CCN(CC)S(=O)(=O)c1ccc2c(c1)nc(-c1ccccn1)n2C	2	10	-9	-4	0.0	0.1	92	-1	-2	0.1
Cc1noc(C)c1COC(=O)c1ccc2c(c1)OCO2	-4	0	-1	-1	-0.6	-4.4	111	-2	0	0.1
Cc1ccc(C(=O)NC(NCc2ccco2)C(Cl)(Cl)Cl)cc1 (stereo not drawn)	2	8	-4	-4	1.3	-1.3	90	3	0	0.2

Whole records as entered above:
Cc1noc(C)c1COC(=O)c1ccc2c(c1)OCO2 reads m5-HT2A agonist = -4; MC4R antag cAMP = 0; Exocytosis inh = -1; H9c2 protect = -1; MC4R ag barr = -0.6; iPSC survival up = -4.4; ABCB6 inh MLPCN = 111; ABHD5 PLIN5 PPI = -2; N-glyco inh = 0; aDG glyco up = 0.1
CCN(CC)S(=O)(=O)c1ccc2c(c1)nc(-c1ccccn1)n2C reads m5-HT2A agonist = 2; MC4R antag cAMP = 10; Exocytosis inh = -9; H9c2 protect = -4; MC4R ag barr = 0.0; iPSC survival up = 0.1; ABCB6 inh MLPCN = 92; ABHD5 PLIN5 PPI = -1; N-glyco inh = -2; aDG glyco up = 0.1

3 compounds already listed, arranged by the number in N-glyco inh, lowest first:
structure | N-glyco inh
CC(C)CCOc1ccc(C2(C)NC(=O)N(CN3CCOCC3)C2=O)cc1 (stereo not drawn) | -2
Cc1cc(NC(=O)c2ccc(F)c(S(=O)(=O)N3CCCCC3)c2)no1 | -1
O=CN1CCN(S(=O)(=O)c2ccc(S(=O)(=O)NC3CCCCC3)cc2)CC1 | 0

(further entries)
mol	m5-HT2A agonist	MC4R antag cAMP	Exocytosis inh	H9c2 protect	MC4R ag barr	iPSC survival up	ABCB6 inh MLPCN	ABHD5 PLIN5 PPI	N-glyco inh	aDG glyco up
Cc1ccc(N2C(N)=C(C#N)C(c3cccs3)C3=C2CC(C)(C)CC3=O)cc1 (stereo not drawn)	2	0	-5	12	-1.0	5.3	95	0	-2	0.2
c1ccc(Oc2cc(-c3ccccc3)ncn2)cc1	-4	7	-11	1	1.8	2.9	99	0	-2	-0.1
O=C(CCn1c(=O)c2cccn2c2ccc(F)cc21)NCc1cccc(F)c1	-2	6	-5	5	-2.8	0.3	99	1	1	0.4
CC1CCCN(c2ccc(/C=C(\C#N)c3nn(-c4ccccc4)c(N)c3C#N)cc2[N+](=O)[O-])C1 (stereo not drawn)	-6	5	2	16	-4.5	1.4	81	-4	-7	-0.6
O=C(COC(=O)C1(c2ccccc2F)CCCC1)NCc1ccc2c(c1)OCO2	-4	2	0	-9	-0.3	-0.5	99	1	-4	0.3
N#Cc1ccccc1S(=O)(=O)N1CCN(c2nc(-c3cccnc3)nc3ccccc23)CC1	12	13	3	83*	-1.9	-0.3	95	7	-2	-0.6
Cc1ccc(NC(=O)C(C)S)cc1 (stereo not drawn)	-3	0	0	0	-0.9	0.0	92	-16	4	-0.1
O=CN1CCN(S(=O)(=O)c2ccc(Cl)c(C(=O)O)c2)CC1	-1	2	-2	4	-2.6	0.8	96	-1	5	-0.3

3 entries out of the list, arranged by length of the SMILES, rising:
mol	m5-HT2A agonist	MC4R antag cAMP	Exocytosis inh	H9c2 protect	MC4R ag barr	iPSC survival up	ABCB6 inh MLPCN	ABHD5 PLIN5 PPI	N-glyco inh	aDG glyco up
Cc1ccc(NC(=O)C(C)S)cc1 (stereo not drawn)	-3	0	0	0	-0.9	0.0	92	-16	4	-0.1
Cc1ccc(N2C(N)=C(C#N)C(c3cccs3)C3=C2CC(C)(C)CC3=O)cc1 (stereo not drawn)	2	0	-5	12	-1.0	5.3	95	0	-2	0.2
CC1CCCN(c2ccc(/C=C(\C#N)c3nn(-c4ccccc4)c(N)c3C#N)cc2[N+](=O)[O-])C1 (stereo not drawn)	-6	5	2	16	-4.5	1.4	81	-4	-7	-0.6

Continuation:
mol	m5-HT2A agonist	MC4R antag cAMP	Exocytosis inh	H9c2 protect	MC4R ag barr	iPSC survival up	ABCB6 inh MLPCN	ABHD5 PLIN5 PPI	N-glyco inh	aDG glyco up
COc1cccc(C(C(=O)NCc2ccccc2)N2CCN(CCN3CCOCC3)CC2)c1OC (stereo not drawn)	0	·	-7	·	·	·	·	-8	·	0.3
CC(C)(C)NC(=O)C(c1ccccn1)N(C(=O)c1csnn1)C1CCCCC1 (stereo not drawn)	0	-7	2	-5	-0.2	-0.6	103	2	1	-0.2
Cc1nn(Cc2ccc(Cl)c(Cl)c2)c(C)c1NC(=O)c1cn(-c2ccccc2)nc1-c1ccccc1	6	-6	0	1	1.2	-0.3	101	0	-4	0.4
CCCn1c(C)cc(C(=O)COC(=O)c2cc(S(=O)(=O)NCC(C)C)c(Cl)cc2Cl)c1C	-2	11	3	-18	0.2	4.9	97	-2	-5	0.5
CCc1nc2ccc(C(=O)NC3CCN(Cc4ccccc4)CC3)cn2c1N(C)Cc1cccs1	-5	14	8	7	-0.4	5.1	95	-1	-6	1.5
Cc1ccccc1NC(=O)CSc1nc(COc2ccccc2)nc2ccccc12	4	4	1	2	1.4	0.5	96	-3	-3	0.3
CC(C)(C)NC(=O)c1cccc(NC(=O)CSc2ccc(Cl)cc2)c1	-3	6	2	-9	-1.4	1.7	95	1	-3	0.1
CCc1nnc(SCC(=O)Nc2ccc(N3CCOCC3)cc2)o1	-1	2	17	4	-0.8	0.0	98	0	4	-0.1
